High-throughput results (PubChem)
S3 lipid droplet: qHTS Assay for Lipid Storage Modulators in Drosophila S3 Cells | Drosophila S3 cells, BODIPY lipid droplet fluorescence, 18-24 h; cells fed with added oleic acid | Potency in µM for hits, for the others lipid storage change, negative = inhibition, % at the top dose, mostly 46.1 µM | 320,000 compounds, 0.64% hits | AID 2685; active = well fitted inhibition curve with a large enough effect in the signal ratio, with a control signal flat, not every such curve was filed as active; inconclusive = small, poorly fitted or top-dose-only effect, or effect the other way, or a change in a side signal; the % refers to the signal ratio
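Laser-scanning cytometry quantifies lipid droplet accumulation (500–530 nm total intensity; droplet/cell object ratio) in oleic acid-fed (400 uM added) Drosophila S3 cells treated with a concentration series. 20 uM Triacsin C defined 100% inhibition.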
S3 lipid droplet cell count max: second read-out of S3 lipid droplet, no call of its own (marks repeat the call); cell number change, %; measured here: cell count max response;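 cells counted by Cell Tracker Red CMTPX staining in the red channel; peak over a dose series mostly up to 46.1 µM; percent activity relative to internal control wells on each plate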
An asterisk follows results filed as active; i = inactive; ? = inconclusive; / = not tested or not shown. % is scaled to controls: 0 for no effect and ±100 for the full control effect; potency is read from the fitted curve at half-maximal effect. This is a subset; the hit share may differ from the screen's.

cpd	Structure	S3 lipid droplet	S3 lipid droplet cell count max
1	COCCN(C(=O)Cn1nnc2ccccc21)C(C(=O)NC1CCCC1)c1ccc(OC)cc1OC (configuration not stated)	?	/
2	C/C(Cl)=C/CSc1nc2c(c(=O)[nH]c(=O)n2C)n1C(C)C	?	/
3	CCOC(=O)C1CCN(C(=O)CN(c2cccc(OC)c2)S(=O)(=O)c2ccccc2)CC1	?	/
4	O=C(COC(=O)/C=C/c1ccccc1)NCc1ccccc1Cl	0%	/
5	Cc1ccc(CNc2ccc3c(c2)ncn3C(C)C)cc1	4%	9
6	O=C(Nc1ccc(N2CCOCC2)c(Cl)c1)c1cc(F)c(F)cc1Cl	?	/
7	O=C(Nc1ccccc1)NN(C(=O)CCl)c1ccccc1	?	/
8	Nc1nc2c([N+](=O)[O-])cccc2s1	-1%	16
9	Cc1ccc(C(C)NC(=S)NCc2ccc(F)cc2)c(C)c1 (configuration not stated)	-18%	11
10	CCc1ccc(S(=O)(=O)NC(CC(=O)O)c2ccccc2)cc1 (configuration not stated)	?	/
11	Cc1ccc(S(=O)(=O)CCC(=O)OCc2ccc(Cl)c(Cl)c2)cc1	0%	4
12	O=C(CSc1ccc2ccccc2c1)NCCc1ccc(O)c(O)c1	?	/
13	Cc1noc(C)c1COC(=O)c1cc(S(=O)(=O)N2CCOCC2)ccc1F	16%	4
14	O=C(Cc1cccs1)N/N=C/C=C\c1ccccc1[N+](=O)[O-]	-2%	5
15	COc1cc(OC)cc(-n2nc(C(=O)N3CC(C)CC(C)C3)c3ccccc3c2=O)c1 (configuration not stated)	7%	-7
16	COc1cc2c(cc1OC)CN(CC(=O)Nc1ccccc1C(=O)NCc1ccccc1)CC2	?	/
17	S=c1[nH]nc(-c2ccc(Cl)cc2Cl)n1-c1ccc(Cl)cc1	17%	-15
18	COc1ccc(-c2nnn(CCc3nn[nH]n3)n2)cc1OC	?	/
19	CSc1ncccc1C(=O)OCC(=O)NC(C)C	?	/
20	O=C1CCc2cc(S(=O)(=O)NC(Cc3ccccc3)C(=O)NC3CCCC3)ccc2N1 (configuration not stated)	?	/
21	CC(C)CC(NC(=O)C1CCC(C)CC1)C(=O)Nc1ccccn1 (configuration not stated)	11%	3
22	CN(C)c1ccc(CN2CCCCCC2)cc1	?	/
23	Cc1ccc(/C([O-])=C(/C(=S)NCc2ccco2)[n+]2ccccc2)cc1	?	/
24	CCOc1ccc(CCNC(=O)Cn2c(=O)c3cccn3c3cccnc32)cc1	?	/
25	COCCN1Cc2cccc(C(=O)Nc3ccc(C)cc3)c2C1=O	-3%	-7
26	Cc1ccc(NC(=O)N2CCCC(C(=O)O)C2)cc1 (configuration not stated)	-6%	-3
27	CC(=O)Nc1ccc(NC(=O)CSc2nnc(-c3cccnc3)o2)cc1	i	22
28	COc1cccc(C(=O)N(CN2CCCC2=O)c2cccc(Cl)c2)c1	0%	-6
29	Cn1c(O)c(N=NC(=N)N)c2ccccc21	12%	-6
30	COCCn1c(N/N=C(C)/C=C/c2ccccc2)nc2c1c(=O)[nH]c(=O)n2C	2%	2

Part of the list above, with values ahead of the structure:
| entry | S3 lipid droplet | S3 lipid droplet cell count max | SMILES |
| --- | --- | --- | --- |
| 23 | ? | / | Cc1ccc(/C([O-])=C(/C(=S)NCc2ccco2)[n+]2ccccc2)cc1 |
| 24 | ? | / | CCOc1ccc(CCNC(=O)Cn2c(=O)c3cccn3c3cccnc32)cc1 |
| 25 | -3% | -7 | COCCN1Cc2cccc(C(=O)Nc3ccc(C)cc3)c2C1=O |
| 26 | -6% | -3 | Cc1ccc(NC(=O)N2CCCC(C(=O)O)C2)cc1 (configuration not stated) |
| 27 | i | 22 | CC(=O)Nc1ccc(NC(=O)CSc2nnc(-c3cccnc3)o2)cc1 |
| 28 | 0% | -6 | COc1cccc(C(=O)N(CN2CCCC2=O)c2cccc(Cl)c2)c1 |

Down the list, quoted from above:
Entries 13–23 in S3 lipid droplet read 16%, -2%, 7%, ?, 17%, ?, ?, ?, 11%, ?, ?

(listing goes on)
cpd	Structure	S3 lipid droplet	S3 lipid droplet cell count max
31	CCOC(=O)C1(Cc2cccc(OC)c2)CCN(C2CCOCC2)CC1	?	/
32	C#CCNC(=O)C1=C[C@H](c2coc3ccccc3c2=O)C[C@H](OCc2ccc(CO)cc2)O1	5%	-1
33	CCOC(=O)c1c(NC(=O)CSc2nc3nc(C)cc(C)n3n2)sc(CC)c1C	20%	4
34	NS(=O)(=O)c1ccc(NC(=O)NC2CCCCC2)cc1	?	/
35	O=C(CNC(=O)c1sc2ccccc2c1Cl)Nc1ccccc1F	?	/
36	O=C(Oc1ccc(OC(=O)N2CCOCC2)cc1)c1ccccc1	?	/
37	CC1=C(C(=O)OCc2ccccc2)C(c2ccoc2)C(C#N)=C(N)O1 (configuration not stated)	i	/
38	Cc1cccnc1N(C(=O)Nc1ccccc1)C1=NCC(C)(C)S1	0%	3
39	COc1cc(C(=O)NCC2(N3CCCCC3)CCCCC2)ccc1OCC(=O)N1CCOCC1	0%	8
40	COc1ccc(C(C(=O)OCCN(C)C)c2ccccc2)cc1 (configuration not stated)	-13%	-15
41	CCOC(=O)c1cnn(C(=O)c2ccccc2)c1N	?	/
42	COc1ccc(-n2c(=O)c3ccccc3n(CC(=O)NC3CCCCC3)c2=O)cc1OC	?	/
43	CCOC(=O)CNC(=O)C(Cc1ccccc1)NC(=O)OCc1ccccc1 (configuration not stated)	-14%	/
44	COc1ccccc1NC(=O)N(Cc1ccco1)Cc1cc2ccc(C)c(C)c2[nH]c1=O	26%	-12
45	CN1CCN(C(=O)C2CCCN(S(=O)(=O)c3ccccc3)C2)CC1 (configuration not stated)	?	/
46	COc1cc(/C=N/n2c(COc3ccccc3)n[nH]c2=S)cc(Br)c1O	?	/
47	Cc1ccc(C(=O)Oc2ccc3ccc(=O)oc3c2)cc1	12%	26
48	CCOC(=O)NCc1ccc(S(=O)(=O)Nc2c(C)cccc2C)cc1	?	/
49	COc1ccc(NC(=S)NCCc2c[nH]c3ccc(OC)cc23)c(OC)c1	-1%	-16
50	Cc1ccc(CCNC(=O)CCS(=O)(=O)c2ccc3c(c2)oc(=O)n3C)cc1	i	-19
51	Cc1ccc(-c2nc(N/N=C/c3ccncc3)c3ccccc3n2)cc1	?	/
52	O=C(NCc1ccccc1F)C1CCCN1C(=O)Nc1ccc(F)cc1 (configuration not stated)	?	/
53	CCn1c(CNc2ccc(F)cc2)nnc1SCC(=O)Nc1ccccc1OC	-6%	-11
54	O=C(c1ccc(CS(=O)(=O)c2cccc(C(F)(F)F)c2)o1)N1CCN(c2ccccn2)CC1	-2%	-16
55	Cc1nn(C)c(C(=O)NC(=S)Nc2ccccc2Br)c1Cl	?	/
56	Cn1c(SCC(=O)Nc2ccccc2F)nnc1-c1ccc(S(=O)(=O)N2CCOCC2)cc1	4%	2
57	Cn1cc(Br)cc2nc(C(F)(F)F)nc1-2	-3%	10
58	Nc1nc(SCC(=O)c2ccc([N+](=O)[O-])cc2)n[nH]1	-4%	/
59	CCNC(=S)NNc1nnc(-c2ccccc2)c(-c2ccccc2)n1	-1%	-18
60	CC(C)n1cc(CN2CCC(C(=O)Nc3cccc(-c4cccc(Cl)c4)c3)CC2)cn1	?	/

Single records (already shown). Order of values: S3 lipid droplet	S3 lipid droplet cell count max
Shown for COc1ccccc1NC(=O)N(Cc1ccco1)Cc1cc2ccc(C)c(C)c2[nH]c1=O → 26%	-12
Shown for CCn1c(CNc2ccc(F)cc2)nnc1SCC(=O)Nc1ccccc1OC → -6%	-11

Other compounds follow.
cpd	Structure	S3 lipid droplet	S3 lipid droplet cell count max
61	O=c1[nH]c(=O)n(Cc2ccccc2)c2nc(-c3cccs3)n(CCO)c12	?	/
62	O=c1[nH]c(O)c(/C=C2\C=Nc3ccccc32)[nH]1	1%	15
63	CC(C)(C)C1CCc2c(sc(NC(=O)c3cc(C4CC4)on3)c2C#N)C1 (configuration not stated)	?	/
64	O=C(/C=C/c1ccco1)Nc1ccc(F)cc1	11%	6
65	Cc1nc(/C(N)=N/OC(=O)c2ccccc2Cl)c(C(F)(F)F)o1	5%	19
66	CCOc1ccccc1N1CCN(C(=O)c2ccc(S(=O)(=O)Nc3ccccc3)cc2)CC1	?	/
67	CCOc1ccccc1NC(=O)c1cccc(NC(=O)C2CCCC2)c1	?	/
68	COc1ccc(C2CCCCCN2Cc2nc3ccccc3c(=O)n2CC(N)=O)cc1 (configuration not stated)	?	/
69	O=C(Cc1c(F)cccc1Cl)N(Cc1ccccc1)c1ccccn1	-9%	-12
70	COc1cccc(CNC(=O)c2ccc(Cl)c(S(=O)(=O)N3CCOCC3)c2)c1	?	/
71	Cc1ccc2c3c1C(=O)C(=O)N3C(C)(C)CC2C (configuration not stated)	?	/
72	Cc1cccc(C)c1OCC(=O)NCC1COc2ccccc2O1 (configuration not stated)	?	/
73	Cc1cccc(N(CC(=O)N/N=C/c2ccccc2C(=O)O)S(C)(=O)=O)c1C	?	/
74	CN1OC(CC(=O)O)N(c2ccc(Cl)cc2)C1=O (configuration not stated)	?	/
75	CCOC(=O)C1CCN(C(=O)c2cc(C(C)(C)C)nn2Cc2ccccc2)CC1	?	/
76	CCS(=O)(=O)N1CCC(C(=O)NCCCN2CCCCCC2)CC1	?	/
77	CCOC(=O)C1CCCN(Cc2ccccc2OCC)C1 (configuration not stated)	-2%	-1
78	Cn1c(CC(=O)Nc2ccccc2)nnc1SCCOc1ccccc1	?	/
79	COc1cc(C#CC#CCN2CCCCC2)ccc1O	?	/
80	COc1ccc(-n2nc3cc(N)c(Br)cc3n2)cc1	?	/
81	N=C1C(c2nc3ccccc3s2)=C(O)CN1C1CCCCC1	-4%	-11
82	COc1cccc(CN(C)C(=O)C23CC4CC(CC(NC(C)=O)(C4)C2)C3)c1OC	-17%	14
83	Cn1nc(-c2ccccc2)cc1NS(=O)(=O)c1ccc(C#N)cc1	?	/
84	CC(C)Oc1ccc(C(=O)/C(=C\c2cccs2)c2nc3ccccc3o2)cc1	1%	3
85	COc1ccc(N(CC2CO2)S(=O)(=O)c2ccccc2)cc1 (configuration not stated)	-15%	4
86	Cc1[nH]c2ccccc2c1SCC(=O)Nc1nccs1	?	/
87	CN(C)CCNC(=O)c1nn(C)c2c1CCc1ccccc1-2	2%	19
88	COc1cc(/C=N/Nc2ccccn2)ccc1O	19%	9
89	c1ccc(Cn2c(-c3ccco3)nc3nc4ccccc4nc32)cc1	?	/
90	CCC(C)n1c(S(=O)(=O)O)nc2ccccc21 (configuration not stated)	?	/
91	COc1ncnc(OC)c1S(=O)(=O)Nc1ccc(C(F)(F)F)cc1	-5%	4
92	CCOc1ccc(C(=O)NCC(=O)OCC(=O)Nc2ccc(C)c(S(=O)(=O)N(C)C)c2)cc1	i	/
93	Cc1ccc(OCC(=O)NNC(=O)C2CCN(c3ncnc4sc(C)c(C)c34)CC2)cc1	?	/
94	CCOC(=O)c1c(-c2ccc(C)cc2)csc1NC(=O)C1CCCO1 (configuration not stated)	6.5µM*	12*
95	O=[N+]([O-])c1ccc(/C=N/N2CCCCC2)cc1	-10%	-4
96	N#Cc1nc(N)nc(N(c2ccccc2)c2ccccc2)n1	?	/
97	COc1ccccc1C(=O)C1CCCN(C(=O)c2ccccn2)C1 (configuration not stated)	?	/
98	CC(CN1CCOCC1)OC(=O)c1ccc(Br)cc1 (configuration not stated)	-9%	8
99	O=C1c2ccccc2-c2c1cccc2C(=O)N(CCO)CCO	26µM*	-9.8*
100	Cc1cccc(NC(=O)C2C(c3ccccc3)C2(Cl)Cl)c1C (configuration not stated)	-1%	11
101	COC(=O)CSc1nnc(CNC(=O)c2ccccc2F)n1-c1ccc(F)cc1	?	/
102	Cc1ccc(C(=O)c2ccc(O)cc2)cc1C	-7%	-20
103	O=C(c1nc2ccc(Cl)cn2c1CN1CCC(O)CC1)N1CCc2ccccc2C1	-1%	14
104	Cc1ccc(S(=O)(=O)N2CCN(C(=O)C3CCCCC3)CC2)cc1	0%	16
105	O=C(O)CSc1ncnc2sc3c(c12)CCCC3	11%	-9
106	O=C(CSc1ccc(-c2ccccn2)nn1)N1CCCC1	5%	5
107	CC(=O)N1CCc2[nH]c3ccc(C)cc3c2C1	?	/
108	Cc1nnc(C)c2c(C)n(C(C)c3ccccc3)c(C)c12 (configuration not stated)	9%	-16
109	CS(=O)(=O)N(CC(=O)N1CCCCC1)c1ccc2c(c1)OCO2	i	/
110	CCCCC(=O)NCc1ccccc1Cl	?	/
111	Cc1ccc(C(=O)OCC(=O)NCCC2=CCCCC2)s1	-1%	2
112	Cc1cccc(-[n+]2c(-c3cccc(Br)c3)[nH]c3nc4ccccc4nc32)c1	?	/
113	CCOC(=O)c1c(NC(=O)COC(=O)c2ccccn2)sc(C)c1C	?	/
114	Cc1ccc(S(=O)(=O)N2CCN(c3nc(C(C)C)c4c(c3C#N)CC(C)(C)OC4)CC2)cc1	?	/
115	COc1ccc(C(=O)N/C(=C\c2cn(S(=O)(=O)N(C)C)c3ccccc23)C(=O)NCCCn2ccnc2)cc1	?	/
116	CC(=O)c1ccc2noc(-c3cccc(F)c3)c2c1	?	/
117	Cc1nn(-c2ncc(C(F)(F)F)cc2Cl)c(=O)n1-c1cccc(Cl)c1	i	-1
118	Cc1cc(OC(=O)N2CCOCC2)cc(C)c1Cl	?	/
119	CCC(=O)NCc1cc(-c2nn(C)c(=O)c3ccccc23)ccc1C	?	/
120	CCC(CC)NCc1ccc2c(c1)c1ccccc1n2CC	?	/
121	O=C(NCCC(=O)N1CCN(c2ccccn2)CC1)c1ccc(Br)cc1	?	/
122	CCCOc1ccc(C2NC(=O)NC(c3ccccc3)=C2C(C)=O)cc1OCC (configuration not stated)	?	/
